# From PubChem BioAssay
# AID2073: inhibitors of Mint1-CaV2.2 protein interaction, biochemical, HTRF (AID 2073); 0.19% of 290,000 active; Voltage-dependent N-type calcium channel subunit alpha-1B (Homo sapiens); HTRF protein-protein interaction, Mint1-CaV2.2; higher % means a stronger effect; inhibition, % at 20 µM, or IC50 in µM where a hit was titrated; in the data active = inhibition mostly above about 51%, no sharp cut-off; note: some results filed as inactive read as strong as hits
# WT yeast gro inh: growth inhibition of WT strain, primary screen, mitochondrial fusion inhibitor project, WT and mutant strains, chemical genetic. inhibition, % at 10 µM. AID 1362, 2008. mitochondrial fusion phenotypic screen. 2.1% of 190,000 active; in the data active = inhibition above about 58%; tested in S. cerevisiae
# LYP phosphatase: inhibitors of LYP phosphatase, biochemical, fluorescence intensity, uHTS (AID 1779); recombinant LYP phosphatase, fluorescence intensity; higher % means a stronger effect; inhibition, % at 11.5 µM, or IC50 in µM where a hit was titrated; 0.054% of 290,000 active; in the data active = inhibition above about 50%;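 note: plate controls were vehicle with enzyme for no effect and no enzyme for full effect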
# UTI89 phage lysis: inhibition of K1F phage lysis, E. coli UTI89, bacterial capsule biogenesis inhibitors, alamar blue (AID 488966); E. coli UTI89 K1F phage lysis, alamar blue, 2 h; higher % means a stronger effect; 0.02% of 340,000 active; inhibition, % at 100 µM, or IC50 in µM where a hit was titrated;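 active = phage lysis inhibition, versus mean bacterial control, above a set limit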;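 note: capsule biogenesis inhibitors block K1F phage lysis so surviving cells raise fluorescence; higher fluorescence means more inhibition of phage lysis; actives were called in the ten point dose series up to 300 µM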
# NTR1 agonist: agonists of NTR1, primary screen, imaging, U2OS cells, beta-arrestin-GFP, high content (AID 493036); Neurotensin receptor type 1 (Homo sapiens), P30989; NTR1-U2OS beta-arrestin-GFP spot imaging, agonist mode; activation, % at 20 µM; 0.17% of 330,000 active;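 active = activation at or above 40% of the spot to cytoplasm intensity ratio, with at least 20 cells analyzed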;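 note: 0% = DMSO without peptide and 100% = 100 nM NTR1 peptide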
# Target sequence (P30989 whole entry, looked up): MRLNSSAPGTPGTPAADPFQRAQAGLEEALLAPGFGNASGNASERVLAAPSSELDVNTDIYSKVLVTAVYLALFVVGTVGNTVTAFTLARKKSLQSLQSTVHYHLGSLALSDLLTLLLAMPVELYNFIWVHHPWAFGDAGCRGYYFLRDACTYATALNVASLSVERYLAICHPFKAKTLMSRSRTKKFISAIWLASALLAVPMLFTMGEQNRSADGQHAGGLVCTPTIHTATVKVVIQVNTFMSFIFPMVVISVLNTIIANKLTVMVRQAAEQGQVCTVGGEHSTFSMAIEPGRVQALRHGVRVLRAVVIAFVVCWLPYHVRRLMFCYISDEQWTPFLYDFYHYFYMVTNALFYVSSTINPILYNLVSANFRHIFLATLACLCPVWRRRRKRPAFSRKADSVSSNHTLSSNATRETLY
# GPR35 arrestin U2OS: GPR35 antagonists blocking zaprinast-driven arrestin recruitment, primary screen, imaging, U2OS, beta-arrestin-GFP, zaprinast agonist (AID 2058); G-protein coupled receptor 35 (Homo sapiens); U2OS GPR35 beta-arrestin-GFP translocation imaging, zaprinast antagonism; higher % means a stronger effect; inhibition, % at 10 µM, or IC50 in µM where a hit was titrated; 0.052% of 290,000 active;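 active = inhibition of at least 50% with at least 30 cells and total cytoplasm GFP at most 10,000,000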
# RSV antiviral HEp-2: RSV antiviral activity via CPE protection, HEp-2 cells, primary 10 µM value included (AID 2391); HEp-2 cells, RSV-induced CPE inhibition; higher % means a stronger effect; CPE inhibition, % at 10 µM, or IC50 in µM where a hit was titrated; 0.13% of 310,000 active; in the data active = a potency from the dose series; note: strong numbers were not always called active
# Autophagy HCS: autophagy modulators in MEF cells, primary screen, imaging, high-content, MEF GFP-LC3; 0.98% of 190,000 active; MEF GFP-LC3 puncta imaging; test concentration mostly 10 µM; AID 463193, 2010; calls only at 10 µM (by protocol);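 active = percentage of spot-positive cells more than 3 SD above its plate mean, without a fluorescence outlier flag or 80% toxicity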;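 note: spot-positive cell cutoff set from DMSO-treated cells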
# NS5 inhibitors: Dengue-2 NS5 methyltransferase inhibitors, primary screen, biochemical, confirmation dose response (AID 588689); 0.3% of 340,000 active; Dengue-2 NS5 methyltransferase capping enzyme assay, biochemical; higher % means a stronger effect; inhibition, % at 25 µM, or IC50 in µM where a hit was titrated; in the data active = a potency from the dose series
# WT yeast gro inh mutant strain: also measured in WT yeast gro inh; calls as there; inhibition, %; mitochondrial fusion phenotypic screen, mutant strain inhibition
# Autophagy HCS cell loss 18 h: also measured in Autophagy HCS; calls as there; toxicity, %; measured here: cell loss, nuclei count;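 cell loss after 18 h compound exposure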
# NTR1 agonist cell count 20 µM: second read-out of NTR1 agonist, no call of its own (marks repeat the call); cell count; measured here: cell count, cytotoxicity flag
# NS5 inhibitors pilot replicate: further read-out of NS5 inhibitors, marked with its call; inhibition, %; measured here: pilot screen replicate inhibition
# * hit, by the source's call; i = inactive; / = not tested or not shown; [ ] = another dose, or the depositor's remark.
SMILES,AID2073,WT yeast gro inh,WT yeast gro inh mutant strain,LYP phosphatase,UTI89 phage lysis,NTR1 agonist,NTR1 agonist cell count 20 µM,GPR35 arrestin U2OS,RSV antiviral HEp-2,Autophagy HCS,Autophagy HCS cell loss 18 h,NS5 inhibitors,others
CCN(CC)S(=O)(=O)c1ccc(N2CCCC2)c(NS(=O)(=O)c2ccc(F)cc2)c1,-12.8%,0.3,3.1,3.9%,5.0%,0.2,52,-3.9%,2.3%,i,-1.6,0.0%,
Nc1cc(=O)nc(SCC(=O)NC2CCCCC2)n1-c1ccccc1,4.8%,3.0,6.5,-1.0%,-0.6%,0.2,88,14.7%,0.3%,i,-0.6,-4.8%,
S=C(N/N=C/c1ccc(Br)cc1)N1CCCCC1,-29.0%,/,/,6.3%,0.7%,2.0,53,-6.4%,4.3%,/,/,2.4%,
CC1(C)CC(=O)C=C(c2ccc3c(c2)OCO3)C1,/,/,/,/,-0.2%,-0.2,78,/,9.1%,/,/,0.0%,
O=C(Nc1ccnn1C1CCN(C(=O)c2ccc(F)c(Cl)c2)CC1)C1CC1,9.8%,/,/,-10.8%,-0.2%,0.0,58,-7.2%,-0.1%,/,/,-2.6%,
COc1ccccc1C(=O)NCc1ccccc1,10.8%,-15.2,6.6,-4.7%,0.1%,0.0,81,14.7%,0.5%,i,10.3,-9.4%,
CN(Cc1cnn(C)c1)C(=O)C1CCC(=O)N(Cc2cccc(C(F)(F)F)c2)C1 (stereo not given),16.7%,/,/,-2.0%,-0.1%,0.3,46,12.7%,1.2%,/,/,5.8%,
COCCOc1cc(NC(=O)c2sccc2Oc2ccc([N+](=O)[O-])cc2F)c(Cl)cc1Cl,5.1%,13.9,15.3,-3.7%,0.5%,0.5,67,-9.4%,11.3%,i,17.7,0.7%,
CCn1c(=N)n(CC(=O)c2ccc(OC)c(OC)c2)c2ccccc21,2.4%,-43.0,-40.8,-8.2%,1.8%,1.7,57,10.5%,2.3%,i,12.2,3.2%,
COc1ccc(N(CC(=O)NN=C2CCN(C)CC2)S(=O)(=O)c2ccc(NC(C)=O)cc2)cc1,-0.5%,/,/,-2.7%,0.2%,0.3,39,26.1%,-0.4%,/,/,-13.4%,
CC(C)n1c(O)c(N=NC(=O)c2ccccc2NS(=O)(=O)c2cccs2)c2ccccc21,-8.3%,-5.6,-13.0,10.8%,0.1%,10.4,68,16.1%,4.8%,i,1.0,7.3%,
C=CCSc1nc(C)c(CCC(C)C)c(=O)[nH]1,5.3%,0.8,4.2,-5.5%,0.2%,1.5,43,0.5%,1.8%,i,-37.2,-2.3%,
CCCc1cc(CNC(=O)C2CCC(=O)N(Cc3ccccc3OC)C2)on1 (stereo not given),5.8%,/,/,-3.4%,0.3%,-1.2,49,-3.9%,5.0%,/,/,-2.7%,
NS(=O)(=O)c1ccc(NC(=S)N2CCCC2)cc1,10.5%,/,/,38.0%,0.0%,0.0,63,4.6%,1.0%,/,/,-1.3%,
Cc1ccc(-c2nc3ccccc3n3nnnc23)cc1,10.1%,2.6,-7.0,-12.0%,0.4%,/,/,-14.9%,/,i,5.5,-2.8%,
CCc1nc(-n2[nH]c(=O)c3ccccc3c2=O)c2c3c(sc2n1)CCCC3,/,/,/,/,0.5%,1.3,95,/,1.2%,i,8.4,-6.2%,
CCC(C(=O)NCC1CCCO1)n1nc(C)c2sc3ccccc3c2c1=O (stereo not given),0.3%,/,/,-4.0%,0.1%,0.7,58,12.4%,/,/,/,-13.8%,
CCN1CCN(CCCNC(=O)c2csc3c2CCCCC3)CC1,-9.4%,11.5,12.8,-3.5%,0.3%,-0.4,48,0.1%,-1.7%,i,9.8,-4.2%,
COc1ccccc1C(=O)NCC(=O)NNc1ncnc(N)c1[N+](=O)[O-],3.5%,3.9,-0.6,-1.4%,/,0.3,64,-9.0%,0.6%,i,6.6,/,
CCCC(=O)N1CCN(c2ccc([N+](=O)[O-])c(NC(C)c3ccccc3)c2)CC1 (stereo not given),-1.2%,-17.1,7.2,13.7%,-0.1%,0.8,92,2.5%,20.5%,i,1.3,6.1%,NS5 inhibitors pilot replicate=2.7
O=C(CSc1ccc2nnc(-c3ccccn3)n2n1)N1CCN(c2ccccc2)CC1,-1.0%,-7.5,-7.3,-0.4%,-0.5%,0.0,55,5.7%,1.4%,i,1.6,-7.7%,
COc1ccc(NC(=O)c2cc(NC(=O)C3CCCCC3C(=O)O)ccc2N2CCOCC2)cc1 (stereo not given),-3.1%,/,/,6.9%,0.1%,-0.6,62,-5.9%,3.5%,/,/,-0.3%,
COc1ccc(C2NC(=O)NC(O)(C(F)(F)F)C2C(=O)c2ccc(F)cc2)cc1 (stereo not given),10.5%,-10.0,-11.6,-6.0%,3.3%,-2.1,61,-6.4%,0.0%,i,-1.7,-6.4%,
CCOC(=O)C1=C(Nc2ccc(OC)cc2)OCC1=O,16.2%,/,/,-6.3%,-0.8%,0.8,54,12.0%,1.0%,/,/,2.3%,
Nc1ccc(Oc2ccc3nc(-c4ccccc4)c(-c4ccccc4)nc3c2)cc1,4.6%,-114.7,-6.8,6.6%,0.1%,23.4,62,1.8%,0.3%,i,18.3,-5.6%,

# Random excerpt: 4 records from the list
SMILES,AID2073,WT yeast gro inh,WT yeast gro inh mutant strain,LYP phosphatase,UTI89 phage lysis,NTR1 agonist,NTR1 agonist cell count 20 µM,GPR35 arrestin U2OS,RSV antiviral HEp-2,Autophagy HCS,Autophagy HCS cell loss 18 h,NS5 inhibitors,others
CCC(C(=O)NCC1CCCO1)n1nc(C)c2sc3ccccc3c2c1=O (stereo not given),0.3%,/,/,-4.0%,0.1%,0.7,58,12.4%,/,/,/,-13.8%,
COc1ccccc1C(=O)NCC(=O)NNc1ncnc(N)c1[N+](=O)[O-],3.5%,3.9,-0.6,-1.4%,/,0.3,64,-9.0%,0.6%,i,6.6,/,
COc1ccc(NC(=O)c2cc(NC(=O)C3CCCCC3C(=O)O)ccc2N2CCOCC2)cc1 (stereo not given),-3.1%,/,/,6.9%,0.1%,-0.6,62,-5.9%,3.5%,/,/,-0.3%,
CCN(CC)S(=O)(=O)c1ccc(N2CCCC2)c(NS(=O)(=O)c2ccc(F)cc2)c1,-12.8%,0.3,3.1,3.9%,5.0%,0.2,52,-3.9%,2.3%,i,-1.6,0.0%,

# Going on with the list:
SMILES,AID2073,WT yeast gro inh,WT yeast gro inh mutant strain,LYP phosphatase,UTI89 phage lysis,NTR1 agonist,NTR1 agonist cell count 20 µM,GPR35 arrestin U2OS,RSV antiviral HEp-2,Autophagy HCS,Autophagy HCS cell loss 18 h,NS5 inhibitors,others
Cc1ccc(S(=O)(=O)C2(S(=O)(=O)c3ccc(C)cc3)CC2)cc1,11.4%,/,/,-7.9%,1.9%,0.8,49,-6.0%,/,/,/,-3.9%,
O=C(c1ccco1)N1CCN(C(c2cccs2)c2nnnn2C2CCCCC2)CC1 (stereo not given),1.4%,23.3,5.0,-8.2%,-0.7%,1.7,50,0.9%,-1.1%,i,8.5,0.7%,
CC(=O)c1cccc(NC(=O)c2cc(-n3cnnc3)ccc2Cl)c1,-2.9%,-18.7,8.4,1.8%,-0.1%,-0.6,62,1.5%,-0.1%,i,-5.7,2.8%,
O=C(COc1cc2oc(=O)c3c(c2cc1Cl)CCCC3)N1C[C@H]2C[C@@H](C1)c1cccc(=O)n1C2,12.2%,/,/,-5.7%,3.7%,3.8,100,-13.4%,1.4%,/,/,-2.2%,
CCOC(=O)c1oc2cc(O)ccc2c(=O)c1-c1ccccc1OC,-3.8%,8.1,6.0,-2.7%,1.0%,-1.8,35,-3.3%,3.2%,i,-0.5,6.1%,
CN(CC(=O)Nc1ccc(Cl)c(C(F)(F)F)c1)C(=O)c1cc(=O)[nH]c2ccccc12,/,/,/,/,-0.4%[50 µM],3.2,56,/,5.1%,/,/,-6.6%,
CC(C)(C)c1ccc(OCC(=O)Nc2ccncc2)cc1,0.0%,/,/,-12.0%,0.9%,10.8,32,6.7%,1.7%,/,/,/,
CN1c2ccccc2N(C)C1c1c(O)ccc2ccccc12,17.5%,-2.6,-0.5,-4.0%,1.6%,-1.8,88,-2.9%,1.5%,i,-5.7,7.2%,
COCC(=O)N1CCC(Oc2ccc(C(=O)N3CCCCC3COC)cc2)CC1 (stereo not given),0.5%,/,/,-6.4%,0.5%,-0.6,70,0.6%,1.1%,/,/,0.9%,
CCOC(=O)c1ccc(S(=O)(=O)Nc2nc3cc(S(=O)(=O)NC4=NCCCCC4)ccc3s2)cc1,20.0%,-4.6,13.7,1.4%,-0.1%,0.6,57,-17.4%,-0.1%,i,2.9,18.5%,
O=C(NCCCN1CCCC1=O)c1nnc(Cc2c(F)cccc2Cl)o1,0.2%,7.3,3.3,-6.9%,0.0%,0.1,79,6.8%,3.7%,i,20.0,-2.0%,
O=C(O)c1ccccc1C(=O)NCCc1c(C(=O)O)[nH]c2ccc(F)cc12,12.1%,/,/,-7.3%,0.1%,0.1,58,6.9%,0.9%,/,/,1.6%,
Nc1ccc(N2CCCCC2)c(Cl)c1,2.5%,-6.0,-2.6,-11.5%,-0.5%,1.0,51,2.7%,0.1%,i,9.1,1.5%,
COCC(C)NC(=O)c1cc(-c2cccc(OC)c2)on1 (stereo not given),1.7%,96.8*,30.9*,-4.5%,6.5%,0.4,56,-1.5%,1.1%,i,-10.0,-6.5%,
Cc1cnc(C(=O)OCc2ccc(C#N)cc2)cn1,6.6%,/,/,-12.3%,0.3%,-0.1,59,-8.1%,-0.6%,/,/,-3.3%,
COc1ccc2oc(=O)c(C(=O)NCCc3ccc(OC)c(OC)c3)cc2c1,14.4%,/,/,-13.9%,0.2%,3.2,43,2.7%,1.1%,/,/,-5.4%,
Cn1c(=O)[nH]c(=O)c2c1nc1n2CCCN1Cc1ccccc1,-1.3%,/,/,-5.2%,/,-0.9,39,-3.5%,0.3%,/,/,/,
COc1cccc(-c2cc3onc(-c4ccccc4)c3c(=O)n2C)c1,/,/,/,/,4.2%,1.2,95,/,3.2%,/,/,-1.2%,
Cc1ccc(OCC(=O)Nc2ccc(NC(=O)c3ccccc3)cc2)cc1C,18.1%,/,/,-4.4%,0.1%,2.5,61,-2.2%,0.7%,/,/,-8.0%,
CC(=O)Oc1c(C(=O)c2nnc(C)o2)c(=O)n(Cc2ccccc2)c2ccccc12,30.8%,-1.6,-10.9,-5.0%,0.1%,1.9,40,5.1%,-1.2%,i,6.0,-5.2%,
COc1ccccc1N(CC(O)Cn1c2ccccc2c2ccccc21)S(=O)(=O)c1ccccc1 (stereo not given),3.9%,27.8,-5.8,3.1%,0.1%,6.9,82,5.3%,1.4%,i,-1.0,0.9%,
O=C(C1CCN(S(=O)(=O)N2CCC3(CC2)OCCO3)CC1)N1CCOCC1,-2.8%,-4.5,-12.7,-7.1%,3.8%,-1.0,61,-1.4%,0.1%,i,-6.5,1.0%,
COc1ccccc1CN1CCCC(C(=O)N2CCCCC2)C1 (stereo not given),3.8%,/,/,-10.4%,-0.1%,-0.5,32,7.8%,/,/,/,-3.1%,
